# STAT1 activator = STAT1 signaling activators, primary screen, cell-based, HTS, luciferase reporter. activation (% of control), % at 5.5 µM. NIH 3T3 STAT1-luciferase reporter, IFN-gamma, luminescence; 100% = IFN-gamma alone, no compound. hit rate 2.6% among 200,000;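 active means activation above the screen-wide mean activation plus 3 SD, cut at about 130% in these data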;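 further: raw ratio to IFN-gamma control signal so 100% means no change and 0% no light; values of inactives mirror those of a sister screen read the other way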
# STAT3 activator = IL-6 driven STAT3 reporter potentiators, primary screen, U3A cells, luciferase, luminescence, MLSCN library; IL-6 STAT3-luciferase reporter; 100% = signal with IL-6 EC80 alone; activation (% of control), % at 5.6 µM; hit rate 0.91% among 190,000; AID 871, 2007;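 active means activation above the screen-wide mean of compound activation plus 3 SD, cut at about 130% in these data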;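 further: 0% = background luminescence of wells with medium and substrate only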
#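 Test system: STAT3-luciferase reporter U3A cells; Detection: reporter luminescence signal; Times: 1 h compound pre-exposure, 6 h IL-6 stimulation, 37 °C; Benchmarks: IL-6-only high control; Also added: IL-6 stimulus at 33 ng/mL final.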
# RAM network inh = inhibitors of the yeast RAM network, primary screen, dse1pr::URA3 reporter, 5-FOA selection; hit rate 1.8% among 190,000; inhibition, % at 50 µM; S. cerevisiae dse1pr::URA3 reporter, 5-FOA growth OD615, 2 d; analog-sensitive cbk1-as2 kinase mutant strain;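 active means inhibition above a set limit, 3 SD over mean compound inhibition, cut at about 8.4% in these data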;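 further: 0% = DMSO-only wells with no growth and 100% = 10 µM 1-NA-PP1 full growth; inhibition rescues growth on 5-FOA so higher OD means more RAM inhibition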
# Hsp70 act = Hsp70 transcriptional activators, primary screen, cell-based, HeLa, Hsp70 promoter luciferase, luminescence, 10 µM; HeLa Hsp70 promoter luciferase reporter; scaled: vehicle 0, proteasome-inhibitor control 100%; hit rate 0.04% among 200,000; AID 1203, 2008; activation, % at 10 µM;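 active means activation above the mean across all tested compounds plus 3 SD, cutoff set per campaign, cut at about 5.5% in these data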;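 further: 100% = MG132 at 30 µM as the positive control and 0% = DMSO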
# FLuc inhib CS = firefly luciferase enzyme inhibitors, primary screen, artefact control for luciferase-based inhibitor screens, biochemical, luminescence, ATPLite | Luciferin 4-monooxygenase (Photinus pyralis), P08659 | 10 min | inhibition, % at 10 µM | hit rate 1.5% among 200,000;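 active means inhibition above about 50% when tested at 10 µM, limit read from the data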
# Target sequence (P08659 whole entry, looked up): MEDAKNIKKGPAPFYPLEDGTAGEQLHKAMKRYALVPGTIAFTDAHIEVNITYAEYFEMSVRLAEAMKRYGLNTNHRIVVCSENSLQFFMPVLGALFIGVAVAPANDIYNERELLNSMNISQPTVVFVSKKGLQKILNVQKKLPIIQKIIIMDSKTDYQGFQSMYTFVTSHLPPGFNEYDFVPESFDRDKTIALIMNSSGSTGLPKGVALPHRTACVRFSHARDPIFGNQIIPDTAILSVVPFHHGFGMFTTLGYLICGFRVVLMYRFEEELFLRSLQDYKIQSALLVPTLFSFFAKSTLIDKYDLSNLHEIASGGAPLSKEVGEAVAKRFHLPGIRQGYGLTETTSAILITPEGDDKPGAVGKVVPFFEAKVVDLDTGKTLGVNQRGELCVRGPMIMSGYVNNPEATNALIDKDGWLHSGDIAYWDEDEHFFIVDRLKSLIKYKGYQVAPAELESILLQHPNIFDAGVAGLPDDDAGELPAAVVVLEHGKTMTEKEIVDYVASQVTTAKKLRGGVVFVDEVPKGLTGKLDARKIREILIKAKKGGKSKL
# NF-kB neuron act = activators of NF-kB expression in neurons, primary screen, cell-based, HTS | human neuronal cells, NF-kB reporter expression; stronger effect = higher value | fold change at 12.5 µM | hit rate 1.6% among 190,000; in the data active means fold change above about 3.3
# APP 5UTR inh = inhibitors of APP translation via 5'UTR reporter, primary screen, APP 5'UTR luciferase, SH-SY5Y cells; AID 1285, 2008; hit rate 0.82% among 190,000; SH-SY5Y APP 5'UTR-luciferase reporter, luminescence; inhibition, % at 2 µM;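 active means inhibition above a set limit, derived from the sample mean plus 3 SD, cut at about 45% in these data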; further: values of inactives mirror those of a sister screen read the other way
# APP 5'UTR act = activators of APP 5'UTR luciferase reporter, primary screen, SH-SY5Y cells; SH-SY5Y APP 5'UTR luciferase reporter, luminescence; zero percent = DMSO vehicle wells; activation, % at 2 µM; hit rate 1% among 190,000;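 active means activation above a set limit, based on mean plus 3 SD of controls, cut at about 140% in these data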; further: values of inactives mirror those of a sister screen read the other way
# STAT1 inh = STAT1 signaling inhibitors, primary screen, cell-based, HTS, luciferase reporter; hit rate 0.35% among 200,000; NIH 3T3 STAT1-luciferase reporter, IFN-gamma, luminescence; AID 920, 2007; inhibition, % at 5.5 µM;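 active means inhibition above a set limit, the mean inhibition across all tested compounds plus 3 SD, cut at about 34% in these data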;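 further: 0% = IFN-gamma with DMSO and 100% = IFN-gamma with 300 µM nifuroxazide; values of inactives mirror those of a sister screen read the other way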
# STAT3 blocker = IL-6 driven STAT3 reporter inhibitors, primary screen, U3A cells, luciferase, luminescence, MLSCN library | IL-6 STAT3-luciferase reporter; host cell line lacks STAT1 | inhibition, % at 5.5 µM | hit rate 0.89% among 190,000 | AID 862, 2007;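 active means inhibition above the mean inhibition across all screened compounds plus 3 SD, cut at about 44% in these data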;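 further: 0% = DMSO only wells and 100% = 100 µM nifuroxazide control wells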
# * = called active by the depositor; x = no result given. No enrichment for hits. About 7.7% of those tested had a hit in this group.
1	c1ccc2oc(C3=NNC(=NC4CC4)SC3)cc2c1
2	O=C(NCCC1=CCCCC1)C(=O)c1c[nH]c2ccccc12
3	CCOc1ccc(/C(=N\O)C(C)NO)cc1 (stereo unspecified)
4	O=C(O)CCC(=O)Nc1ccccc1C(=O)NCc1ccco1
5	CC(=O)Cc1nsc(NC(=O)c2cn(-c3ccccc3)nc2-c2ccc(Br)cc2)n1
6	CCN1C(=O)C(O)(CC(=O)c2ccccn2)c2ccccc21 (stereo unspecified)
7	CCc1cccc(NC(=O)CN(C)S(=O)(=O)c2cccc3nsnc23)c1
8	Cn1cc(Cl)c(C(=O)OCC(=O)Nc2ccccc2)n1
9	CC(=O)c1cccc(NC(=O)c2ccc(N(Cc3ccccc3C)S(C)(=O)=O)cc2)c1
10	CCCn1c(N)c(C(=O)CN2CCc3ccccc3C2)c(=O)n(C)c1=O

Assay by compound,1,2,3,4,5,6,7,8,9,10
STAT1 activator,117,115,103,103,99,104,100,99,97,106
STAT3 activator,51,96,101,103,96,105,101,105,98,101
RAM network inh,1.8,2.9,1.0,2.2,3.9,-0.9,0.5,3.1,5.2,1.8
Hsp70 act,-0.3,0.3,0.0,-0.3,0.1,0.3,-0.3,-0.5,0.1,0.2
FLuc inhib CS,79*,7,-8,-3,-6,-6,-8,-5,-3,-2
NF-kB neuron act,2.4,1.7,1.1,1.2,1,0.96,1.1,1.2,0.78,1.2
APP 5UTR inh,x,-23,-10,-22,-10,9,-10,1,-7,-7
APP 5'UTR act,x,23,10,22,10,-9,10,-1,7,7
STAT1 inh,-19,-17,-3,-3,1,-4,1,1,3,-9
STAT3 blocker,57*,7,4,0,7,-1,1,-7,6,4

# Entries of single compounds from above. Order of screens: STAT1 activator	STAT3 activator	RAM network inh	Hsp70 act	FLuc inhib CS	NF-kB neuron act	APP 5UTR inh	APP 5'UTR act	STAT1 inh	STAT3 blocker
# CCN1C(=O)C(O)(CC(=O)c2ccccn2)c2ccccc21 (stereo unspecified) is listed with 104	105	-0.9	0.3	-6	0.96	9	-9	-4	-1
# O=C(O)CCC(=O)Nc1ccccc1C(=O)NCc1ccco1 is listed with 103	103	2.2	-0.3	-3	1.2	-22	22	-3	0
# CCCn1c(N)c(C(=O)CN2CCc3ccccc3C2)c(=O)n(C)c1=O is listed with 106	101	1.8	0.2	-2	1.2	-7	7	-9	4
# CCOc1ccc(/C(=N\O)C(C)NO)cc1 (stereo unspecified) is listed with 103	101	1.0	0.0	-8	1.1	-10	10	-3	4

# Other records follow.
11	Cc1nn2c(nc(N3CCOCC3)c3ccccc32)c1C=C(C#N)C#N
12	Cc1nnc(NC(=O)c2oc3c(ccc4ccccc43)c2C)s1
13	CC(Oc1ccccc1)C(=O)NC1C(=O)N2C1SC(C)(C)C2C(=O)O (stereo unspecified)
14	CCOc1ccc(CNCc2ccccc2Cl)cc1
15	CCOC(=O)c1cnn(-c2nc3c(C)cccc3s2)c1C
16	CN(C)c1ccc(NC(=O)CC(NCc2ccccn2)C(=O)O)cc1 (stereo unspecified)
17	O=C(Cn1nnc(-c2cccc(C(F)(F)F)c2)n1)NC1CCCC1
18	CCCn1c(SCC(=O)Nc2ccc(OC)cc2)nnc1-c1ccncc1
19	CC/C(=N\NC(=O)CSCc1ccc(Cl)cc1)c1ccc2c(c1)OCCO2
20	Cc1ccc(C(=O)NCc2cccs2)cc1S(=O)(=O)N1CCCCC1

Assay by compound,11,12,13,14,15,16,17,18,19,20
STAT1 activator,102,107,98,110,98,98,105,105,101,97
STAT3 activator,101,150*,99,103,152*,106,108,102,95,97
RAM network inh,2.2,4.1,1.1,1.3,5.4,1.2,5.0,0.7,5.6,2.7
Hsp70 act,-0.2,-0.2,-0.2,-0.1,-0.2,-0.3,-0.3,-0.1,-0.2,-0.2
FLuc inhib CS,-10,-5,-8,-5,-5,-9,-9,-7,-2,1
NF-kB neuron act,0.9,1,1.1,1.5,1.4,0.93,1,1,1.2,1.4
APP 5UTR inh,-16,0,0,-30,-7,-2,12,11,8,-4
APP 5'UTR act,16,0,0,30,7,2,-12,-11,-8,4
STAT1 inh,-3,-8,0,-12,2,3,-7,-5,-1,2
STAT3 blocker,2,-59,6,4,-62,-5,-3,-6,13,9

21	N#CCc1nc2n(n1)Cc1ccccc1-2
22	CC12C=CC(=O)C=C1CCC1C3CCC(O)(C(=O)CO)C3(C)CC3OC312 (stereo unspecified)
23	O=C(O)COc1c(-c2ccc(Cl)cc2)oc2ccccc2c1=O
24	Cc1cc(=O)oc2cc(OCC(=O)N3CCOCC3)ccc12
25	Cc1ccc(-c2nc3ccccc3[nH]2)cc1NC(=O)/C=C/c1ccco1
26	CCn1c(C(Cc2ccccc2)NC(=O)COC)nc2ccccc21 (stereo unspecified)
27	COc1ccc(COC(=O)N/N=C(\C)CC(=O)Nc2ccc(Cl)cc2)cc1
28	O=C(COc1ccccc1)NNC(=O)COc1ccc([N+](=O)[O-])cc1
29	Cc1cccc(N(CC(=O)NCc2ccc3c(c2)OCO3)C(=O)CCC(=O)Nc2ccccn2)c1C
30	Cc1ccc2nc(-c3cccc(NS(C)(=O)=O)c3)cc(-c3ccccc3)c2c1

Assay by compound,21,22,23,24,25,26,27,28,29,30
STAT1 activator,102,102,104,98,110,98,100,100,100,82
STAT3 activator,103,97,94,100,108,92,101,101,98,96
RAM network inh,0.8,1.4,4.3,0.0,0.4,1.2,2.9,2.2,2.5,0.5
Hsp70 act,-0.3,-0.2,0.0,-0.4,0.1,0.3,-0.4,-0.4,-0.4,-0.4
FLuc inhib CS,-4,-1,0,-1,17,-9,-4,-7,-4,4
NF-kB neuron act,0.88,1.2,1.2,1,0.7,0.8,1,1.4,0.61,0.88
APP 5UTR inh,-9,-9,2,-4,-37,1,1,1,6,7
APP 5'UTR act,9,9,-2,4,37,-1,-1,-1,-6,-7
STAT1 inh,-2,-4,-6,1,-11,2,0,-2,0,20
STAT3 blocker,1,8,12,4,-4,14,-4,1,8,0

31	COc1cc2c(cc1NC(=O)CSc1ccccc1)oc1ccccc12
32	CC1CCN(C(=O)CSc2nnc(CN3CCOCC3)n2-c2ccccc2)CC1
33	CCOC(=O)Cc1c(C)nc2cc(C)nn2c1C
34	Cc1ccc2ccc(C)[n+](CCCS(=O)(=O)[O-])c2c1
35	CCSc1nnc(NC(=O)[C@@H](NC(=O)c2ccc(C(C)(C)C)cc2)C(C)C)s1
36	c1cncc(CN=C2Nc3ccccc3CS2)c1
37	CCCc1nc(SCC(=O)N2CCCc3ccccc32)c2c(=O)n(C)c(=O)n(C)c2n1
38	O=C(Nc1ccc(F)cc1)Nc1cc(S(=O)(=O)N2CCOCC2)ccc1N1CCCC1
39	CCSc1nnc(-c2cnn(-c3ccccc3)c2-n2cccc2)n1C
40	Cc1cc(C)c2c(c1)/C(=N/NS(=O)(=O)c1ccc(Br)cc1)CCC2

Assay by compound,31,32,33,34,35,36,37,38,39,40
STAT1 activator,98,100,102,102,99,115,102,91,86,98
STAT3 activator,100,107,103,99,105,106,108,105,95,104
RAM network inh,11*,-0.6,0.6,0.5,5.3,0.6,0.9,2.1,1.6,5.7
Hsp70 act,-0.5,-0.6,0.3,-0.5,-0.1,-0.3,-0.3,-0.2,-0.7,-0.1
FLuc inhib CS,-5,3,1,-5,4,1,-4,2,0,0
NF-kB neuron act,1,1.1,1.2,1,1.2,1.3,0.45,0.91,1.1,1.8
APP 5UTR inh,-13,26,5,-1,-12,14,6,-18,-6,81*
APP 5'UTR act,13,-26,-5,1,13,-14,-6,18,6,-81
STAT1 inh,2,0,-3,-4,1,-16,-2,10,18,2
STAT3 blocker,4,-6,0,4,-6,-7,-4,-5,7,2

41	O=C(CN1C(=O)/C(=C/c2ccccc2F)Oc2ccccc21)N1CCN(c2ccccn2)CC1
42	S=c1nc(-c2ccc(Br)cc2)oc2c1CCCC2
43	O=C(CCCCCN1C(=O)CCC1=O)Nc1ccc2c(c1)OCCO2
44	O=C(NCc1ccco1)c1ccc(-c2cccc(Cl)c2)o1
45	CC(=O)NC(CCS(C)(=O)=O)C(=O)Nc1cc(Cl)ccc1Cl (stereo unspecified)
46	CCOc1ccc(C(=O)NCC(=O)OCc2cc([N+](=O)[O-])cc3c2OCOC3)cc1OCC
47	CCNC(=S)NNC(=O)c1cc(-c2cccc(OCC)c2)nc2ccccc12
48	O=Nc1c2nc3ccccc3n(O)c-2c2ccccc12
49	Cc1ccc(CNC(=O)CCc2c(C)nc3ncnn3c2C)cc1
50	Cc1cc(C)n(-c2ccc(C(=O)OCC(=O)NCc3ccco3)cc2)n1

Assay by compound,41,42,43,44,45,46,47,48,49,50
STAT1 activator,97,114,101,117,104,108,100,102,99,101
STAT3 activator,102,122,96,104,103,106,100,111,98,100
RAM network inh,1.4,-1.0,1.3,0.8,0.5,2.8,3.2,5.8,0.5,4.2
Hsp70 act,-0.5,0.0,0.3,-0.1,-0.2,0.0,-0.1,0.1,-0.3,-0.4
FLuc inhib CS,-7,5,-2,5,-3,0,58*,12,-2,-5
NF-kB neuron act,1.1,1.5,0.91,1.4,0.91,0.95,1.2,1,1.5,1.2
APP 5UTR inh,0,5,4,-26,12,-6,2,-40,-10,-14
APP 5'UTR act,0,-5,-4,26,-12,6,-1,40,10,14
STAT1 inh,3,-15,1,-21,-3,-9,0,-2,1,-2
STAT3 blocker,-5,-22,8,-2,-3,-1,5,-10,7,9

51	CCOc1ccccc1CNC(=O)C1CCN(c2nc3ccccc3o2)CC1
52	C/C(CC(=O)Nc1ccccc1F)=N\NC(=O)Cc1ccc(Cl)cc1
53	CCOc1ccc(C(=O)N(Cc2ccc(OC)cc2)Cc2cc3cc(OC)ccc3[nH]c2=O)cc1
54	Cn1c(=O)c2c(ncn2CC(=O)Nc2cccc(S(=O)(=O)Nc3ccccc3F)c2)n(C)c1=O
55	Nc1c(C(=O)Nc2ccccc2F)sc2nc(Cc3ccccc3)cc(C(F)(F)F)c12
56	CCOc1nc(NC(=O)NS(=O)(=O)c2cccc(Cl)c2)nc(-c2ccccc2)n1

Assay by compound,51,52,53,54,55,56
STAT1 activator,98,104,101,102,91,98
STAT3 activator,96,98,98,94,84,91
RAM network inh,3.3,2.0,5.1,2.3,4.8,0.3
Hsp70 act,-0.4,-0.2,-0.3,-0.1,-0.3,-0.2
FLuc inhib CS,3,-1,-7,-4,-1,4
NF-kB neuron act,0.91,1.2,1.1,x,0.89,1.2
APP 5UTR inh,2,-6,-20,12,-2,-16
APP 5'UTR act,-2,6,20,-12,2,16
STAT1 inh,2,-6,-1,-2,9,3
STAT3 blocker,10,4,8,13,18,9

# Source: PubChem BioAssay (several laboratories)
